Screening data: PubChem BioAssay, several laboratories
BAP1 inh – inhibitors of human BAP1 deubiquitinase | recombinant BAP1, Ub-AMC hydrolysis fluorescence kinetic; hits give low values | activity remaining (% of control), % at 20 µM | hit rate 0.48% among 72,000 | AID 436;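 active = activity remaining at or below 50% of control, provided the compound also passes the data quality filters; inactive = the rest, including low values that fail the filters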;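 note: 100% = DMSO wells rate and 0% = substrate alone blank rate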
Target sequence (Q92560 whole entry, looked up): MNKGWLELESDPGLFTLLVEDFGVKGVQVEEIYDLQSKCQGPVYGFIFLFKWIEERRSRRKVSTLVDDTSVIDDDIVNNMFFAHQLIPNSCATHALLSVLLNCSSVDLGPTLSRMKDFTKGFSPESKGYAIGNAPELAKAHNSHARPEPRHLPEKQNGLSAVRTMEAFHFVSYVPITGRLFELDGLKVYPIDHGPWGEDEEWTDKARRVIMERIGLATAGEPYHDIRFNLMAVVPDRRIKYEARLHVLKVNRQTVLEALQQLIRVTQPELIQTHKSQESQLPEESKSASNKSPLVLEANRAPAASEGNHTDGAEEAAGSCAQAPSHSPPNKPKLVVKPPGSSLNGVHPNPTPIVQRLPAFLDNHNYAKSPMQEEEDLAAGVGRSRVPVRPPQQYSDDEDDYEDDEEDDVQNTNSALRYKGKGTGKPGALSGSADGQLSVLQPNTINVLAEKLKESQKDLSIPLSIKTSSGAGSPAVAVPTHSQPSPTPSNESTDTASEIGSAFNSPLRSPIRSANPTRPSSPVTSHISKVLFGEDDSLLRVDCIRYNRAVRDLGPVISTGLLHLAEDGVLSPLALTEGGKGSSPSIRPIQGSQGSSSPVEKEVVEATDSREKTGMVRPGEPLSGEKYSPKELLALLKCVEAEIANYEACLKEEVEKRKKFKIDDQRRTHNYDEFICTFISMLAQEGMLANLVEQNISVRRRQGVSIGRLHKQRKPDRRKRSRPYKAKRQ
HePTP inh – blocks human HePTP tyrosine phosphatase | P35236 | recombinant HePTP phosphatase activity, OD absorbance | inhibition, % at 20 µM | hit rate 0.64% among 110,000; in the data active = inhibition above about 50%;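 note: plate controls were vehicle for no effect and reference inhibitor for full effect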
* hit, by the source's call; . = not tested or not shown; & = joins results of further samples.

The first 4 entries as a preview:
BAP1 inh	HePTP inh	canonical_smiles
.	2	CC1(C)CC(N=Cc2c(-c3ccccc3)[nH]n(-c3nc4ccccc4s3)c2=O)CC(C)(C)N1
.	9	O=C(CNC(=O)c1ccccc1)c1ccc(Cl)cc1
.	-2	CC(C)c1ccc(N(CC(=O)N/N=C/c2cc(Cl)cc(Cl)c2O)S(=O)(=O)c2ccccc2)cc1
.	6	O=C(c1ccccc1Cl)N1CCN(c2nc3ccccc3s2)CC1

The listing, repeating the preview:
BAP1 inh	HePTP inh	canonical_smiles
.	2	CC1(C)CC(N=Cc2c(-c3ccccc3)[nH]n(-c3nc4ccccc4s3)c2=O)CC(C)(C)N1
.	9	O=C(CNC(=O)c1ccccc1)c1ccc(Cl)cc1
.	-2	CC(C)c1ccc(N(CC(=O)N/N=C/c2cc(Cl)cc(Cl)c2O)S(=O)(=O)c2ccccc2)cc1
.	6	O=C(c1ccccc1Cl)N1CCN(c2nc3ccccc3s2)CC1
94	-1	Cc1cccc(C)c1OCC(=O)Nn1c(C)nc2ccccc2c1=O
112	0	Cc1nn(Cc2ccccc2)c(C)c1NC(=O)c1cc(-c2ccc3c(c2)OCO3)on1
101	6	C=C(C)Cn1c(SCC)nc2ccccc2c1=O
102	4	Cc1cc(C)n2nc(SC3CCCCN(C(=O)c4ccc(F)cc4)C3=O)nc2n1 (stereo not drawn)
86	9	CC(C)CCNC(=O)C1CCCN(S(=O)(=O)c2ccc(F)cc2)C1 (stereo not drawn)
.	5	CC(C)C(C(=O)O)N1C(=O)/C(=C/c2cccc(O)c2)SC1=S (stereo not drawn)
87	9	COc1ccc(Cl)cc1S(=O)(=O)N1CCN(c2ccc(F)cc2)CC1
75	-9	O=C(c1cccnc1)N1CCN(S(=O)(=O)c2ccc(S(=O)(=O)N3CCCC3)cc2)CC1
89	.	O=C1CC(=O)N(Cc2ccco2)C(=O)N1
76	2	COc1ccccc1/C=c1\sc2nc(-c3cccs3)nn2c1=O
89	12	O=C(NCc1cccs1)C1CC(=O)N(c2ccc(F)cc2)C1 (stereo not drawn)
108	-5	COc1ccc(N2CCN(C(=O)c3ccc(OCC4CCCO4)cc3)CC2)cc1 (stereo not drawn)
66	.	O=S(=O)(Nc1ccccc1)c1ccccc1
96	.	COc1ccccc1OCC(O)Cn1c(=N)n(Cc2ccccc2)c2ccccc21 (stereo not drawn)
79	.	O=C(Nc1ccc(NC(=O)c2ccc(-c3cccc([N+](=O)[O-])c3)o2)cc1)c1ccco1
103	.	Cc1[nH]nc2c1C(c1cccnc1)N(c1ccc(Br)cc1)C2=O (stereo not drawn)
119	12	Nc1nc(SCc2ccccc2)[nH]c(=O)c1-c1ccccc1
93	0	CCSc1nnc(N2C(=O)c3ccc(C(=O)c4ccc(C(=O)O)cc4)cc3C2=O)s1
91	5	O=c1cc(N2CCN(c3ccccc3F)CC2)[nH]c(=O)n1-c1ccc(Br)cc1
85	6	CC1CCN(S(=O)(=O)c2ccc3[nH]c(=O)c(=O)[nH]c3c2)CC1

Five entries out of the list above, ordered by the number in HePTP inh, high to low.
BAP1 inh	HePTP inh	canonical_smiles
89	12	O=C(NCc1cccs1)C1CC(=O)N(c2ccc(F)cc2)C1 (stereo not drawn)
85	6	CC1CCN(S(=O)(=O)c2ccc3[nH]c(=O)c(=O)[nH]c3c2)CC1
91	5	O=c1cc(N2CCN(c3ccccc3F)CC2)[nH]c(=O)n1-c1ccc(Br)cc1
93	0	CCSc1nnc(N2C(=O)c3ccc(C(=O)c4ccc(C(=O)O)cc4)cc3C2=O)s1
108	-5	COc1ccc(N2CCN(C(=O)c3ccc(OCC4CCCO4)cc3)CC2)cc1 (stereo not drawn)

(continued)
BAP1 inh	HePTP inh	canonical_smiles
.	3	CC1=CC(c2ccccc2)n2c(nc3ccccc32)N1 (stereo not drawn)
76	8	CC1CC(C)CN(c2nc3c(c(=O)n(C)c(=O)n3C)n2C)C1 (stereo not drawn)
.	-4	Cc1cccc(C(=O)Nc2ccc(S(=O)(=O)Nc3nccs3)cc2)c1
.	-10	CCCC(=O)c1c(NCc2ccccc2)cc(C)oc1=O
80	5&-2	O=S(=O)(c1ccccc1)N1CCN(Cc2cccc(Cl)c2)CC1
113	-4	O=C(Nc1ccccc1C(=O)N1CCN(c2ccccc2)CC1)c1ccco1
85	11	O=C(CSc1nnc(-c2ccccn2)n1Cc1ccccc1)Nc1ccc2c(c1)OCO2
.	6	COC(=O)c1ccccc1NC(=O)COc1ccc(-c2ccc(C)cc2)cc1
.	-4	CCOc1ccc(NC(=S)NC(NC(=O)c2cccc(OC)c2)C(Cl)(Cl)Cl)cc1 (stereo not drawn)
.	-28	CCCCS(=O)(=O)CC(O)COc1ccc(Cl)cc1 (stereo not drawn)
.	10	O=C(CN(c1ccc2c(c1)OCCO2)S(=O)(=O)c1ccccc1)Nc1ccc2c(c1)OCO2
103	-11	CCn1c(SCC(=O)Nc2ccc3c(c2)OCO3)nc2c1c(=O)n(C)c(=O)n2C
112	-7	CCOC(=O)c1sc(NC(=O)c2ccco2)nc1-c1ccccc1
94	-12	COc1cccc(CNC(=O)C2CCCN(S(=O)(=O)c3cnc[nH]3)C2)c1 (stereo not drawn)
.	2	CCOC(=O)N1CCC(NC(=O)c2cc(S(=O)(=O)N3CCC4(CC3)OCCO4)ccc2F)CC1
79	2	CCOC(=O)c1oc2cc(O)c(CC)cc2c(=O)c1-c1ccc2c(c1)OCCO2
.	-5	Cc1ccc(OCCNC(=O)Cc2cccc3ccccc23)cc1C
.	-2	O=C(O)CCC(=O)N1N=C(c2cccs2)CC1c1ccccc1Cl (stereo not drawn)
.	-2	Cc1nc2cc(NCc3cc4ccccc4[nH]3)ccc2n1C
84	0	O=C(Nc1ccon1)c1sc2cc(F)ccc2c1Cl
79	0	O=c1[nH]ncc2c3ccccc3n(Cc3ccccc3)c12
125	10	C=CCc1c(C)nn(CC(=O)O)c1-c1ccccc1
96	5	CCc1nnc(NC(=O)CCN2C(=O)CCC2=O)s1
110	-2	CCOC(=O)N1CCN(C(=O)COc2ccc(Br)cc2Cl)CC1
170	.	CCOC(=O)c1sc(NC(=O)c2ccc(S(=O)(=O)N3CC4(C)CC3CC(C)(C)C4)cc2)c(C)c1C (stereo not drawn)
101	16	O=C(c1ccccc1F)N1CCN(Cc2cccc(Cl)c2)CC1
99	8	CCOc1cc(C2C(C(=O)OC)=C(C)N=C3SCCC(=O)N32)ccc1OC(C)=O (stereo not drawn)
71	-4	CC(C)CNC(=O)c1ccccc1NC(=O)c1ccc(CN2CCOCC2)cc1
101	12	c1ccc(-c2nc(NCCCN3CCOCC3)c3ccccc3n2)cc1
.	1	COc1ccc(C(=O)/C=C/c2ccccc2F)cc1OC
.	-13	CCOc1ccc(N(Cc2cc3cc(OC)ccc3[nH]c2=O)C(=O)C2CCCO2)cc1 (stereo not drawn)
107	-2	COc1ccc(S(=O)(=O)N2CCCCC2)cc1C(C)C
.	4	CCOC(=O)C(=O)Nc1ccc(S(=O)(=O)Nc2ccc(OC)cc2)cc1
112	5	COc1ccc(N(CC(=O)NCCSC(C)(C)C)S(C)(=O)=O)c(OC)c1
50	5	COc1cc(NS(C)(=O)=O)c(OC)cc1NC(=O)c1ccccc1
.	7	O=C(NCCN1CCOCC1)NC1(C(F)(F)F)Oc2ccccc2O1
117	-11	COC(=O)CC1C(=O)NCCN1C(=O)c1ccccc1 (stereo not drawn)
86	4	CCCCn1c(SCC(=O)NCC2CCCO2)nc2ccc(N3CCOCC3)cc2c1=O (stereo not drawn)
90	-7	COc1ccc(C2/C(=C(\O)c3ccc4c(c3)OCCO4)C(=O)C(=O)N2CCCN(C)C)cc1 (stereo not drawn)
75	0	COc1ccc(N2CCN(Cc3nc4ccccc4c(=O)[nH]3)CC2)cc1
.	0	O=C1c2ccccc2C(=O)N1CCCc1nc2ccccc2c(=O)n1Cc1ccccc1
.	9	CCc1ccc(CN2CCN(Cc3cc(OC)ccc3O)CC2)cc1
94	10	O=C(CSc1ncn[nH]1)c1ccco1
.	8	CC(=O)CC(=O)Nc1ccc(Cl)cn1
61	7	COc1ccc2cc3c(N)nn(C(=O)Cc4ccccc4OC)c3nc2c1
68	7	COC(=O)Cn1c(C)nc2c(sc3nc(C)cc(C)c32)c1=O
53	8	Cc1onc(-c2ccccc2Cl)c1C(=O)NCc1ccc(N2CCCC2=O)cc1
53	.	CCc1cc2c(C)cc(=O)oc2cc1OCC(=O)c1ccc(C)cc1
96	4	Cc1ccc(-c2nnn(Cc3nc4ccccc4s3)n2)cc1
108	4	C=C(C)Cn1c(SC)nc2sc3c(c2c1=O)CCC(C(C)(C)C)C3 (stereo not drawn)
.	-8	COc1ccc(N=Cc2c(O)n(-c3ccc(F)cc3)c(=O)[nH]c2=O)c(OC)c1
97	8	CCN(CCCNC(=O)CC1Oc2ccc(C)cc2NC1=O)Cc1ccccc1 (stereo not drawn)
.	2	COc1ccc(C(=O)N2CCN(Cc3cccc(Cl)c3)CC2)cc1
105	8	CC(C)(C)OC(=O)NCC(=O)N1CCC(C(=O)O)CC1
.	8	CN(C)c1ccc(NC(=O)Cc2ccc(Cl)cc2)cc1
120	5&0	O=C(NCCO)c1cccc2c1C(=O)c1ccccc1-2
.	0	COc1cc(/C=N/n2cnnc2)ccc1O
.	-1	N#Cc1c(SCC(=O)c2ccc(Cl)cc2)nc2c(c1-c1ccco1)CCCC2
88	0	Cc1ccc(-c2ccc(=O)n(CC(=O)NCCN(C)C)n2)cc1
.	0	CCOC(=O)c1c(NC(=O)c2ccc(N3C(=O)CCC3=O)cc2)sc(C)c1C

Next results.
BAP1 inh	HePTP inh	canonical_smiles
.	-1	Cc1cc(OCc2nc(-c3ccccc3)no2)ccc1Br
.	-15	COc1cccc(NC(=O)CN(CCc2ccccc2)S(=O)(=O)c2ccccc2)c1
.	6	COc1cc(C(=O)NCc2ccc3c(c2)OCO3)ccc1OCc1c(C)noc1C
97	4	CCCCOC(=O)Nc1ccc(C(=O)OC)cc1
85	4	O=C(CNS(=O)(=O)c1cccs1)N1CCc2ccccc2C1
.	7	C=C(C)c1cccc(C(C)(C)NC(=O)N2CCN(CC(N)=O)CC2)c1
94	7	Cc1cc(C)c2nc(NC3=NCN(CCN4CCOCC4)CN3)nc(C)c2c1
106	8	CCN1C2=NCCCN2c2ccccc21
208	5	O=S(CCc1ccncc1)Cc1ccccc1 (stereo not drawn)
120	4	CCn1c2ccccc2c2nnc(SCC(=O)Nc3ccc4c(c3)OCO4)nc21
.	5	Cc1ccc(O)c(Nc2c([N+](=O)[O-])c(=O)oc3ccccc23)c1
79	.	O=C(Nc1ccccc1)c1ccc(NCC2CCCO2)c(S(=O)(=O)N2CCOCC2)c1 (stereo not drawn)
98	0	Cn1ncc2c1ncn1nc(COc3ccc4ccccc4c3)nc21
92	7	COc1ccc(C2C3=C(CC(C)(C)CC3=O)Oc3ncn(CCO)c(=N)c32)cc1OC (stereo not drawn)
110	5	O=C(CCCC(=O)OCC(=O)NC1CCCC1)Nc1ccccn1
139	6	COc1ccc(/C(O)=C2\C(=O)C(=O)N(CCN(C)C)C2c2cccc(OC)c2OC)cc1Cl (stereo not drawn)
.	-13	Cc1nc2cc(-c3ccc(I)cc3)nn2c(C)c1Cl
98	4&-4	CCOc1ccc(C(=O)N2CCN(c3ccccc3)CC2)cc1OCC
85	-9	CCCCN(C)C(=O)c1oc2ccc(S(=O)(=O)N3CCCCCC3)cc2c1C
.	3	O=[N+]([O-])c1ccccc1/C=N/Nc1ncc(Br)cn1
.	6	Cc1ccc(NC(=O)c2ccc([N+](=O)[O-])cc2)c(C(=O)c2ccccc2)c1
83	5	COCCn1nnnc1CN1CCN(c2cccc(C(F)(F)F)c2)CC1
92	.	CC(=O)c1ccc(C)cc1OC(=O)c1ccco1
96	.	COc1ccccc1NC(=O)Nc1nc(-c2cccnc2)nc2ccccc12
100	.	CN(C)c1ccc(C=Nc2ccc(C(=O)O)cc2)cc1
.	9	CC(=O)Nc1ccccc1NC(=O)COc1ccc(Cl)cc1C
104	.	CCCCCCCCCCCCCCCCCCNC(=O)OCC(COP(=O)([O-])OCC[n+]1ccsc1)OC (stereo not drawn)
.	22	O=C(O)c1cccc(-c2ccc(/C=C3\SC(=S)N(Cc4ccccc4)C3=O)o2)c1
.	-8	CN1C(=O)C(=Cc2ccc(-c3ccccc3C(=O)O)o2)C(=O)N(C)C1=O
.	-7	CC(C)CNC(=O)CN(c1ccc(C(C)C)cc1)S(=O)(=O)c1ccccc1
.	7	CC1(C)CC(C(CCNCc2ccccc2)c2ccccc2)CCO1 (stereo not drawn)

Some of these compounds in order of count of non-hydrogen atoms, rising:
BAP1 inh	HePTP inh	canonical_smiles
113	-4	O=C(Nc1ccccc1C(=O)N1CCN(c2ccccc2)CC1)c1ccco1
.	-13	CCOc1ccc(N(Cc2cc3cc(OC)ccc3[nH]c2=O)C(=O)C2CCCO2)cc1 (stereo not drawn)
.	2	CC1(C)CC(N=Cc2c(-c3ccccc3)[nH]n(-c3nc4ccccc4s3)c2=O)CC(C)(C)N1
.	2	CCOC(=O)N1CCC(NC(=O)c2cc(S(=O)(=O)N3CCC4(CC3)OCCO4)ccc2F)CC1
